# From PubChem
# AmpC inh detg: blocks E. coli AmpC beta-lactamase in detergent assay; P00811; AmpC hydrolysis of nitrocefin, absorbance 480 nm, 0.01% Triton; Potency, µM (highest dose often 114 µM), inactives show top-dose activity change, negative = inhibition, hits mostly inhibitors; 370,000 compounds, 0.041% hits;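 note: potency is the fitted concentration of half-maximal effect; 0% = no-compound wells and -100% = no-enzyme wells; nearly all actives have a fitted effect of over 25% in size; some results filed as inactive show a strong effect at the top dose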
# Target sequence (P00811 whole entry, looked up): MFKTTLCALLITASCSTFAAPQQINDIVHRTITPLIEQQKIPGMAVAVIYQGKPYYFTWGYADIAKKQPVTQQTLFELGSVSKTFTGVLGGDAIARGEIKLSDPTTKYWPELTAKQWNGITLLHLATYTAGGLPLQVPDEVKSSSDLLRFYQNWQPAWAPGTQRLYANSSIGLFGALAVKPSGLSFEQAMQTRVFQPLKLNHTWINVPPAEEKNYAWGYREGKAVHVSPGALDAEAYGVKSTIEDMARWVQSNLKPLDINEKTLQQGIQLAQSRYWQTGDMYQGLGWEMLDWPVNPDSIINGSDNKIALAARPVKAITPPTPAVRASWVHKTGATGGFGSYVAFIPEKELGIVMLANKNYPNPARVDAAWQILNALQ
#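 AmpC (5.3 nM in the dispensed reagent) in 20 mM phosphate pH 7.0 with 0.01% (detergent screen) or 0.0001% Triton X-100 was preincubated with compounds for 15 min at room temperature. Nitrocefin was then added from an 800 uM solution, and hydrolysis was followed at 480 nm.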
# LmPK inhibitor: LmPK (Leishmania mexicana) enzyme inhibition; 290,000 compounds, 0.37% hits; Potency, µM (highest dose often 57.5 µM), without a hit: at the highest dose activity change, negative = inhibition, usual class: inhibitors; purified LmPK, Kinase-Glo ATP luminescence, 1 h; Q27686; note: potency is the fitted concentration of half-maximal effect
# Target sequence (Q27686 whole entry, looked up): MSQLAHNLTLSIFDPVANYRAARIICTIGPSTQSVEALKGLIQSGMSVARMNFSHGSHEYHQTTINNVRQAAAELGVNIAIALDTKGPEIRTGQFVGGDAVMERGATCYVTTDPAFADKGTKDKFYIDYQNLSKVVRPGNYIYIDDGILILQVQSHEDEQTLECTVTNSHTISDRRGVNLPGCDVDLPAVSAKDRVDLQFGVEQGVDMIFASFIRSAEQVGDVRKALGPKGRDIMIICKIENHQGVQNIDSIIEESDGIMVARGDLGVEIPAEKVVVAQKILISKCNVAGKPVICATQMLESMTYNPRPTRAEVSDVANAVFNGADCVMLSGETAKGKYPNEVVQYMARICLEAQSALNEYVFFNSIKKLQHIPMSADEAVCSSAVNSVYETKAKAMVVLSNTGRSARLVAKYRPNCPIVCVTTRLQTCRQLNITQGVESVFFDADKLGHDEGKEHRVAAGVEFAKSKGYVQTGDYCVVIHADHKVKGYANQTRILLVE
#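 0.1 nM LmPK, 0.5 mM PEP, 0.1 mM ADP; 50 mM imidazole pH 7.2, 7 mM MgCl2, 50 mM KCl; 1 h RT. Kinase-Glo luminescence readout, normalized to no-enzyme (full inhibition) and uninhibited wells.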
# AmpC inh no detg: inhibitors of E. coli AmpC beta-lactamase without detergent. P00811. AmpC nitrocefin hydrolysis, absorbance 480 nm, 0.0001% Triton. Potency, µM (highest dose often 57.1 µM), without a hit: at the top dose activity change, negative = inhibition, hits mostly inhibitors. 330,000 compounds, 0.52% hits;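 note: potency is the fitted concentration of half-maximal effect; plate controls were no compound for no effect and no enzyme for full effect; nearly all actives have a fitted effect of over 20% in size; some results filed as inactive show a strong effect at the top dose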
#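 AmpC (5.3 nM in the dispensed reagent) in 20 mM phosphate pH 7.0 with 0.01% (detergent screen) or 0.0001% Triton X-100 was preincubated with compounds for 15 min at room temperature. Nitrocefin was then added from an 800 uM solution, and hydrolysis was followed at 480 nm.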
# HCV inhibitor: inhibitors of hepatitis C virus infection; Huh7.5.1 HCVcc-Cre infection, luciferase reporter, 44 h; Potency, µM (top dose mostly 41.8 µM), without a hit: top-dose activity change, negative = inhibition, usual class: inhibitors; 340,000 compounds, 3.4% hits; note: potency is the fitted concentration of half-maximal effect
#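 Compounds are dispensed onto cells plated 4 h earlier at 1,000 per well, with HCVcc-Cre virus (about 0.5 moi) added next. Following 44 h of culture, luminescent signal is measured for 15 sec after 15 min with substrate at room temperature.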
# AMA1-RON2 inh: inhibitors of Plasmodium falciparum AMA1-RON2 interaction; AlphaScreen AMA1-biotinylated RON2 peptide binding; Potency, µM (highest dose often 58.2 µM), inactives show at the top dose activity change, negative = inhibition, hits mostly inhibitors; AID 720542; 360,000 compounds, 0.2% hits;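 note: potency is the fitted concentration of half-maximal effect; 0% = vehicle wells and -100% = peptide control; nearly all actives have a fitted effect of over 45% in size; some results filed as inactive show a strong effect at the top dose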
#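 AMA1 (3D7) with his tag at 25 nM final met compounds first, then biotinylated RON2 peptide at 25 nM; detection used donor plus acceptor beads, 10 µg/mL apiece, read by AlphaScreen after 30 min at room temperature.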
# HCMV inh: human cytomegalovirus inhibition | HFF cells, HCMV-luciferase reporter, 72 h; active compounds read low | activity change, negative = inhibition, % at 57.5 µM | 410,000 compounds, 4.5% hits; in the data active = activity change below about -60%; inconclusive = no clear call, values can overlap the other calls; inactive = above about -39%
#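 Human foreskin fibroblasts infected with luciferase-reporter HCMV at MOI 1 PFU/cell, compounds at two doses. Luciferase measured 72 h post infection; normalized to buffer-only basal and Salinomycin (10uM) controls.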
# TbPYK inhibitor: blocks Trypanosoma brucei pyruvate kinase | Q57TT1 | TbPYK enzyme, Kinase-Glo Plus ATP luminescence, 45 min | Potency, µM (doses to about 76.8 µM), for the others: at the highest dose activity, negative = inhibition, usual class: inhibitors | 410,000 compounds, 0.12% hits; note: potency is the fitted concentration of half-maximal effect; nearly all actives have a fitted effect of over 50% in size
#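 Enzyme and substrate buffer are dispensed first and compound is pin-transferred. ADP at 130 uM final then starts the reaction, which runs 45 min at room temperature. Detection reagent is added for 10 min before luminescence is imaged.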
# * hit, by the source's call; u = inconclusive; x = not tested or not shown; [ ] = another dose, or the depositor's remark. Unless noted, calls come from the whole dose curve; as a rule, active = well fitted curve in the direction sought with a large enough effect; inconclusive = small, poorly fitted or top-dose-only effect, or another doubt; inactive = no such curve, though single readings can be large; an effect the other way counts as inactive or inconclusive. Unless noted, % is set by controls: 0 for no effect and ±100 for the full control effect. No enrichment for hits; overall some 7.5% were active at least once.
SMILES,AmpC inh detg,LmPK inhibitor,AmpC inh no detg,HCV inhibitor,AMA1-RON2 inh,HCMV inh,TbPYK inhibitor
CCOC(=O)C1CCN(c2c(C(=O)c3ccc(C)cc3)cnc3ccc(F)cc23)CC1,20%,x,x,x,x,-8,-7%
CCC(C)c1ccc(S(=O)(=O)N2CCN(C(C)C(=O)NC3CCCC3)CC2)cc1 (stereo not drawn),-2%,x,258%[activator],u,-2%[11.6 µM],u,5%
O=C(COC(=O)Cc1ccc(Cl)cc1)Nc1ccc(OC(F)F)cc1,u,2%,-19%,13%,10%,2,4%
CSCCC(NC(=O)/C(=C/c1ccc2c(c1)OCO2)NC(=O)c1cccc([N+](=O)[O-])c1)C(=O)O (stereo not drawn),u,12%,-24%,30%[activator],7%,-3,0%
Cn1c(O)c(/C=N/c2ccccn2)c(=O)n(C)c1=O,-19%,-20%,-44%,1%,-4%,-11,-4%
COc1ccc(NC(=O)CN(C)CC(=O)Nc2cccc(F)c2)cc1Cl,5%,8%,21%,-30%,28%,0,3%
O=C(CS(=O)(=O)c1cccc2nsnc12)NCc1ccccc1Cl,0%,x,x,x,x,1,4%
COc1cc(C(=O)N(c2ccc(C)c(C)c2)C2C=CS(=O)(=O)C2)cc(OC)c1OC (stereo not drawn),-6%,0%,32%,28%,5%,24,0%
OCC1(Cc2ccc(F)cc2F)CCCN(CCCc2ccccc2)C1 (stereo not drawn),-21%,5%,12%,-14%,-6%,20,-22%
CCOc1ccc(S(=O)(=O)N2CCN(C(=O)c3cc4c(s3)CCCC4)CC2)cc1,-8%,1%,-18%,u,16%,1,11%
COc1ccc2[nH]c3c(C)c4ccncc4c(C)c3c2c1,-3%,6%,5%,2.2µM*,-24%,-77*,4%
CC(=O)c1c(C)nc(-c2ccccc2)nc1NC(=O)C(C)C,u,10%,-15%,17%,-2%,-28,-14%
c1ccc(-c2nc3ccccc3[nH]2)cc1,u,u,-32%,-26%,0%,73,4%
CNc1snc(C)c1C(=O)OC(C)C(=O)Nc1cccc(C)c1 (stereo not drawn),x,x,-30%,-20%,-1%,u,-6%
CCOCCCn1c(SCC(=O)NC2CCCCC2)nc2ccccc2c1=O,x,x,x,x,-11%,-29,-10%
CC(=O)c1cccc(NC(=O)c2cc(-c3ccco3)on2)c1,-14%,-5%,-21%,10%,5%,1,-3%
CC(C)OCCCNC(=O)CSc1c2c(nc3ccc(Cl)cc13)CCCC2,2%,x,x,x,x,32,-3%
COc1cccc(-c2cc(C(=O)N3CCCCCC3)no2)c1,u,-13%,19%,12%,13%,47,-1%
Cc1nn2c(COc3ccc(NC(=O)c4ccccc4Cl)cc3)nnc2c2ccccc12,-2%,1%,147%[activator],u,-6%[11.6 µM],-18,6%
O=C1NC(=O)C(Cc2cccc(Oc3ccccc3)c2)S1 (stereo not drawn),4%,-4%,-31%,16%,-5%,u,1%
CC(=O)c1c(C)nc2nonc2c1N,-7%,0%,-13%,18%,7%,22,0%
Cc1cc(C)c(C#N)c(SCC2COc3ccccc3O2)n1 (stereo not drawn),0%,2%,-25%,u,73%[activator],5,2%
Cc1ccc(/C=N/Nc2cn[nH]c(=O)n2)o1,-3%,-1%,-33%,20%,44%[activator],u,-9%
CSc1cccc(NC(=O)CN(c2ccc(C)cc2C)S(C)(=O)=O)c1,-2%,12%,-2%,-22%,-3%,2,0%
Cn1ccnc1SCC(=O)N1CCc2ccccc21,3%,-13%,-17%,14%,-10%,73,2%
O=c1c2ccccc2oc2cc(OCc3ccc(F)cc3)cc(O)c12,1%,0%,-28%,3%,5%,-39,4%
CC(C)N1CCN(Cc2ccc3c(c2)Cc2ccccc2-3)CC1CCO (stereo not drawn),-1%,-1%,33%,u,-4%,u,1%
CC1=C(c2ccc(C(C)C)cc2)S(=O)(=O)NC1=NCc1ccc(Cl)cc1,-7%,x,x,x,x,-4,-5%
Cc1cc(C(C)(C)C)cc(C)c1S(=O)(=O)N1CCN(C(=O)c2cc([N+](=O)[O-])c[nH]c2=O)CC1,u,7%,9%,12%,10%,-64*,1%
Oc1ccccc1-c1cc(C(F)(F)F)nc(-c2ccccc2)n1,1%,-2%,-21%,-12%,-13%,-38,-7%
O=C(CCN1CCCCC1)N/N=C/c1c[nH]c2ccccc12,-4%,0%,-7%,12%,11%,7,6%
CCn1c(SCC(=O)N/N=C/C=C\c2ccccc2[N+](=O)[O-])nc2ccccc21,-3%,-1%,-19%,u,22%,1,1%
Cc1cc(C)c(C)c(OCCCCn2cnc3ccccc3c2=O)c1,1%,7%,42%,x,9%,28,2%
N#C/C(=C/c1ccc(CNS(=O)(=O)c2ccccc2)o1)C(N)=O,-3%,0%,-7%,-1%,-1%,15,-19%
CCC(CC)C(=O)N(C)c1c(C)nc2c(OCc3ccc(OC(F)F)cc3)cccn12,x,x,x,x,-2%,-34,0%
Cc1nc2ccccn2c(=O)c1NC(=O)c1ccc2c(c1)OCO2,x,x,x,x,15%,15,-12%
O=C(NCCS(=O)(=O)N1CCN(c2ccccc2F)CC1)c1cccs1,-11%,x,-47%,10%,13%,-18,1%
CCn1c(/C=N/Nc2ccc(C(=O)O)cc2)nc2ccccc21,u,-7%,-5%,15%,48%[activator],53,-11%
CC(=O)NC12CC3CC(C1)CC(C(=O)OCC(=O)Nc1ncc(Cl)c(C)c1Cl)(C3)C2,u,1%,-4%,-5%,-13%,-5,-2%
Cc1cn(C2OC[C@@H](O)[C@@H]2CO)c(=O)[nH]c1=O (stereo partly drawn),4%,-3%,-17%,16%,-4%,-27,4%
Cc1ccc(C)c(S(=O)(=O)N2CCN(C(=O)CNC(=O)c3sc4ccccc4c3Cl)CC2)c1,x,x,x,-11%,-8%,0,-2%
COc1ccc(CNc2cc(C)ccn2)cc1,-1%,-3%,-21%,u,0%,u,1%
O=S(=O)(/N=C(/c1ccc(F)cc1)N1CCCCC1)c1ccc(Cl)cc1,-7%,0%,-4%,0%,-3%,15,-3%
CCOc1ccc(NC(=O)CCC(=O)N/N=C(\C)c2cccs2)cc1,4%,3%,-17%,-1%,39%[activator],23,11%
CC(=O)N1CCN(C(=O)COC(=O)/C=C/c2ccc(C(F)(F)F)cc2)CC1,x,x,98%[activator],3%,-2%,28,-21%
CCN(CC)S(=O)(=O)c1cccc(NC(=O)/C=C/c2ccc([N+](=O)[O-])cc2)c1,u,3%,-33%,u,-1%,-15,0%
Cc1ccc(C(=O)NCCc2nnc3ccc(SCC(=O)Nc4ccccc4C)nn23)cc1,-13%,-5%,16%,0%,-2%,-30,7%
CCCNC(=O)CSc1nccn1Cc1ccco1,-3%,0%,-5%,17%,-6%,-29,2%
Cc1nn(CC2CC2)c(=O)n1N(C)c1ncc(C(F)(F)F)cc1Cl,u,0%,-5%[2.29 µM],16%,2%,100,-3%
O=S(=O)(Nc1cccc(-c2cn3c(n2)SCC3)c1)c1ccccc1F,1%,0%,-37%,8%,-20%,48,-11%
O=C(NC1CC1)c1ccc(C2SCC(=O)N2Cc2ccccc2)cc1 (stereo not drawn),1%,-2%,-24%,8%,-6%,-34,2%
COc1ccccc1NC(=O)CN1CCC(n2c(C)nc3cc(F)ccc32)CC1,u,2%,124%[activator],-14%,0%,-40,-5%
Cc1ccsc1C(=O)OCc1nc2ccccc2c(=O)[nH]1,0%,-2%,-31%,-13%,28%,33,-3%
Fc1ccc(-c2ccc(CNCCSc3nnnn3-c3ccccc3)o2)cc1Cl,-7%,x,x,x,x,5,2%
CSc1ccc(CCNC(=O)Cn2ncc3c(=O)oc4ccccc4c32)cc1,12%,x,x,x,x,-5,-2%
COc1ccc([N+](=O)[O-])cc1NC(=O)c1csc(C)c1,-8%,-5%,-20%,u,-6%,71,1%
COc1ccc(-c2nc3n(n2)C(c2cccc(C)c2)C(C(N)=O)=C(C)N3)cc1OC (stereo not drawn),4%,x,x,x,x,14,-5%
COC(=O)C1=C(C)N(C(C)C)C(=O)C1(NC(=O)c1ccc(C(C)(C)C)cc1)C(F)(F)F (stereo not drawn),0%,x,x,x,x,6,0%
CC1CCC(NC(=O)c2ccc3c(c2)N(Cc2cccc(Cl)c2)C(=O)c2ccccc2S3=O)CC1 (stereo not drawn),0%,x,x,x,x,14,2%
O=C(NNC1=Nc2cccc3cccc1c23)c1ccc(Br)cc1,2%,5%,-32%,u,56%[activator],-62*,1%

# Next part:
SMILES,AmpC inh detg,LmPK inhibitor,AmpC inh no detg,HCV inhibitor,AMA1-RON2 inh,HCMV inh,TbPYK inhibitor
CCOC(CNC(=O)Cn1nc(Cc2ccncc2)c2ccccc2c1=O)OCC,u,4%,-3%,-1%,-9%,7,4%
COc1ccccc1NC(=O)CC1C(=O)NCCN1C(=O)Nc1ccc(Cl)c(Cl)c1 (stereo not drawn),1%,7%,180%[activator],4%,13%,25,-1%
CC1CCCC(O)(C(C(=O)O)c2ccccc2)C1 (stereo not drawn),x,x,x,12%,-13%,-30,2%
COc1ccc(OC)c(/C=C/C(=O)OCC(=O)Nc2nnc(-c3ccccc3)o2)c1,-2%,x,-47%,-6%,43%[activator],u,4%
COc1cc(NC(=S)NCc2ccco2)cc(OC)c1,-9%,2%,-21%,u,1%,-1,-5%
Cc1c(C(=O)Nc2ccccc2)c2cc(O)ccc2n1Cc1ccccc1,u,1%,-54%,-21%,-30%,11,-1%
O=C(COC(=O)c1ccccc1OCc1ccccc1Cl)NC1CCS(=O)(=O)C1 (stereo not drawn),x,x,85%[activator],-13%,-9%,-18,5%

# Quoted at random: 6 entries already listed
SMILES,AmpC inh detg,LmPK inhibitor,AmpC inh no detg,HCV inhibitor,AMA1-RON2 inh,HCMV inh,TbPYK inhibitor
CCOc1ccc(NC(=O)CCC(=O)N/N=C(\C)c2cccs2)cc1,4%,3%,-17%,-1%,39%[activator],23,11%
CCOCCCn1c(SCC(=O)NC2CCCCC2)nc2ccccc2c1=O,x,x,x,x,-11%,-29,-10%
CSc1cccc(NC(=O)CN(c2ccc(C)cc2C)S(C)(=O)=O)c1,-2%,12%,-2%,-22%,-3%,2,0%
CCN(CC)S(=O)(=O)c1cccc(NC(=O)/C=C/c2ccc([N+](=O)[O-])cc2)c1,u,3%,-33%,u,-1%,-15,0%
COc1ccccc1NC(=O)CN1CCC(n2c(C)nc3cc(F)ccc32)CC1,u,2%,124%[activator],-14%,0%,-40,-5%
O=C(NCCS(=O)(=O)N1CCN(c2ccccc2F)CC1)c1cccs1,-11%,x,-47%,10%,13%,-18,1%
